Rpn11 inh: Rpn11 (human) deubiquitinase inhibition. calls only at 20 µM. hit rate 0.59% among 360,000. human 26S proteasome, Ub4-pepOG fluorescence polarization; 20S core pre-blocked with epoxomicin;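 active = inhibition at 20 µM, scaled to each plate's controls, above about 33%, limit read from the data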
Scp1 inh: inhibitors of human Scp-1 phosphatase. Q9GZU7. Recombinant Scp1, phosphopeptide, malachite green phosphate absorbance. inhibition, % at 20 µM. hit rate 0.88% among 340,000. AID 493091;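 active = inhibition above about 50% at 20 µM, limit read from the data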;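 also: plate controls were DMSO wells with enzyme for no effect and wells lacking enzyme for full effect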
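Material: truncated SCP-1 phosphatase (76-261aa) / Buffer or medium: 50 mM Tris acetate pH 5.5, 0.005% Tween-20, 10 mM MgCl2 / Compound dosing: one concentration, 20 µM, with 1.0% DMSO / Incubation: 45 min room-temperature reaction, 5 min colour, 30 min stabiliser / Detection: colorimetric free-phosphate detection, absorbance 630 nm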
DNMT1 block: blocks human DNA methyltransferase DNMT1. P26358. DNMT1 molecular beacon, Hinp1I cleavage, fluorescence. inhibition (reported as % activation of signal), % at 10 µM. hit rate 0.83% among 360,000; in the data active = inhibition above about 50%
CSN deneddyl inh: CSN deneddylation inhibition | Purified CSN, SCF-Nedd8-OG deneddylation, fluorescence polarization | inhibition, % at 12.5 µM | hit rate 0.38% among 360,000 | AID 651999;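 active = pattern-corrected inhibition above about 35%, with an unprinted fluorescence ratio check between 0.5 and 1.5, limit read from the data, passing the limit was not always enough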;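 also: 0% = enzyme with substrate and 100% = substrate without enzyme; some results filed as inactive read as strong as hits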
Target sequence (Q92905 whole entry, looked up, one chain of several): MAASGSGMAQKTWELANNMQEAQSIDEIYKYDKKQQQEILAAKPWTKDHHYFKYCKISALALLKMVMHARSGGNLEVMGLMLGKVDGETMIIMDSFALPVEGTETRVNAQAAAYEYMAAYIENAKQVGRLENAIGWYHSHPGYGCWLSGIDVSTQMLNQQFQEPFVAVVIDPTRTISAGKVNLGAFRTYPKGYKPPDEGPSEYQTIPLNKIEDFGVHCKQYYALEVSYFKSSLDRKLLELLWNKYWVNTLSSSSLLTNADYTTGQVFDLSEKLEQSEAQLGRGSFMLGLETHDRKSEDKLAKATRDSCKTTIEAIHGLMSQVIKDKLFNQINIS
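Assay system: Purified human Csn5 enzyme expressed in HEK293T cells | Amount: Enzyme 0.24 nM | Measured by: Fluorescence polarization readout | Medium: Tris/NaCl/DTT buffer, pH 7.5 | Compound dosing: One concentration, 12.5 µM, 0.25% DMSO | Times: 90 min incubation of compound, enzyme and substrate at room temperature | Control set: no-enzyme wells high, enzyme-with-substrate wells low | Read-out: % inhibition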
STEP inh: STEP (human) phosphatase inhibition | recombinant STEP, OMFP fluorogenic substrate, fluorescence | inhibition, % at 20 µM | hit rate 0.25% among 360,000 | AID 588621;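 active = inhibition at 20 µM, scaled per plate between control wells, above about 37%, limit read from the data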;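 also: 0% = DMSO with enzyme and substrate and 100% = substrate only without enzyme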
Target sequence (P54829 whole entry, looked up): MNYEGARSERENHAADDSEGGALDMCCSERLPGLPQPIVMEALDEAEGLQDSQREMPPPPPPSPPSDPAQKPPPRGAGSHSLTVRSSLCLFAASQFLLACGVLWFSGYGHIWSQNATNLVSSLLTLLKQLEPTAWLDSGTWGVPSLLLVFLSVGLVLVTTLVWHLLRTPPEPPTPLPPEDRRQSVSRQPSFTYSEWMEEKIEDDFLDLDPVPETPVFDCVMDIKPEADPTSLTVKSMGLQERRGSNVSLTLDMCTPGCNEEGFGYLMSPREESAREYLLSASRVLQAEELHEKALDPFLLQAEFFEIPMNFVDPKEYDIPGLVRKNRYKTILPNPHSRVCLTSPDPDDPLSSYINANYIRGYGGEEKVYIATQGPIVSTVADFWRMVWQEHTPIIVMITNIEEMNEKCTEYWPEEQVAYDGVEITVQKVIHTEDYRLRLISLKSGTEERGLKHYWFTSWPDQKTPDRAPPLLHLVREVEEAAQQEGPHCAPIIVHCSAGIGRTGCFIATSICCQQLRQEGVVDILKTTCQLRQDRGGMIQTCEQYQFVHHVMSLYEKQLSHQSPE
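Also added – OMFP at 25 µM · Test system – STEP tyrosine phosphatase · Technique – FITC-channel fluorescence of OMFP product · Schedule – 20 min at room temperature, dark · Evaluation – control-normalized % inhibition with plate pattern correction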
SUMO1 PPI mod: modulators of human SUMO1-mediated protein-protein interactions | P63165 | AID 602429 | hit rate 0.33% among 360,000 | inhibition, % at 20 µM | SUMO1 binding to a labelled peptide, TR-FRET, 1 h; in the data active = inhibition above about 37%
Target sequence (P63165 whole entry, looked up): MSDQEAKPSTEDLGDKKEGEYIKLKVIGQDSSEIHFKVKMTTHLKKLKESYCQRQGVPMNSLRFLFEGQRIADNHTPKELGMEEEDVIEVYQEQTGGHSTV
NadD inh: inhibitors of Staphylococcus aureus NadD; purified NadD enzyme, colorimetric absorbance read-out; inhibition, % at 20 µM; hit rate 0.78% among 360,000; in the data active = inhibition above about 26%; also: some compounds past the cut are filed as inactive
LMPTP block: blocks human LMPTP phosphatase; recombinant LMPTP-A, OMFP fluorogenic substrate, fluorescence intensity; inhibition, % at 20 µM; hit rate 0.22% among 360,000; AID 651560;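 active = compounds that cut the enzyme signal by at least half of the control window in the single-dose screen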;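 also: plate controls were DMSO wells with enzyme plus substrate for no effect and substrate without enzyme for full effect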
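Assay system: LMPTP-A phosphatase enzyme | Input: 0.625 nM enzyme | Also added: Fluorogenic phosphatase substrate OMFP at 400 µM final | Compound dosing: One test concentration per compound, 20 µM, with 3% DMSO overall | Schedule: 50 min enzyme reaction at room temperature, protected from light | Signal: Fluorescence intensity | Benchmarks: no-enzyme and uninhibited controls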
MsrA inhibitor: bovine MsrA inhibition; purified bovine MsrA, absorbance read-out; inhibition, % at 15.5 µM; hit rate 0.75% among 360,000; AID 651718; in the data active = inhibition above about 4.5%;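 also: 0% = vehicle wells with enzyme and 100% = reference inhibitor wells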
TbMetRS inhib: blocks T. brucei methionyl-tRNA synthetase activity; purified T. brucei MetRS, ATP depletion, Kinase-Glo luminescence; inhibition, % at 11.9 µM; hit rate 0.4% among 360,000;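 active = inhibition above a per-plate cutoff of the control wells' mean inhibition plus 3 SD, cut at about 5.5% in these data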;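 also: 0% = DMSO wells median and 100% = median of wells with control inhibitor compound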
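Measured by: Kinase-Glo luciferase luminescence reporting remaining unconsumed ATP. Material: purified T. brucei MetRS enzyme. Doses: 11.9 µM compound single dose, 0.9% DMSO. Medium: HEPES buffer containing pyrophosphatase, BSA, spermine, DTT. Times: 15 min preincubation, 2 h reaction, all 25 °C. Reagent: methionine, ATP and bulk E. coli tRNA.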
* = called active by the depositor; i = inactive; . = no result given.

SMILES	Rpn11 inh	Scp1 inh	DNMT1 block	CSN deneddyl inh	STEP inh	SUMO1 PPI mod	NadD inh	LMPTP block	MsrA inhibitor	TbMetRS inhib
CSc1nnc(C(C)(C)C)c(=O)n1/N=C/c1ccccc1O	i	11	-7	-1	-1	-1	-2	1.1	1.8	-0.3
CC[C@@]12C(=O)N(c3cccc(Br)c3)C(=O)N1[C@H](c1cccc(C)c1)[C@@H]1C(=O)N(Cc3ccccc3)C(=O)[C@@H]12	i	-8	-7	0	-1	3	0	1.1	-0.5	-0.3
C/C(=N\NC(=O)C1CCCC1)c1ccc(C(C)C)cc1	i	-12	2	0	3	-2	-9	0.7	-0.3	-0.3
Cc1ccccc1NC(=O)c1cc(S(=O)(=O)N2CCOCC2)ccc1F	i	1	7	1	-3	-4	2	-1.5	-0.3	-1.8
Cc1nn(C)c(-c2n[nH]c(=S)n2Cc2ccco2)c1Cl	i	-6	2	-3	0	6	2	-2.4	-0.4	-0.6
CS(=O)(=O)N(CC(=O)NCc1cccnc1)Cc1ccc(Cl)cc1	i	-4	2	0	-1	-3	-2	-0.8	-1.1	-0.3
COc1ccc(C(=O)NCCNc2nc3cc(C)c(C)cc3cc2C)cc1	i	1	15	4	-1	29	-7	0.7	-2.0	-0.5
O=C(c1ccc(Cl)cc1)N1CCC(=O)N(C(CO)Cc2ccccc2)CC1 (stereo not drawn)	i	-2	0	-1	2	6	1	-2.9	0.7	-0.4
COc1ccc(-c2noc(CNC(=O)c3ccc4c(c3)OCO4)n2)cc1OC	i	-7	0	-3	1	-2	-3	0.4	0.1	-0.2
CS(=O)(=O)c1ccc(Cl)c(NC(=O)C2CCN(S(=O)(=O)c3cccs3)CC2)c1	i	-6	0	2	-1	-2	1	-0.9	-0.2	-0.3
Cc1ccc(S(=O)(=O)NCCCC(=O)C=[N+]=[N-])cc1	i	-9	-7	-4	-1	2	1	0.6	-1.2	0.0
COc1ccc(CN(CCC(c2ccc(F)cc2)C2CCOC(C)(C)C2)C(=O)c2ccco2)cc1 (stereo not drawn)	i	-7	-2	1	-2	-2	6	4.4	1.1	-0.7
Clc1ccc(-c2nc3c4ccccc4ccn3c2Cc2cccc(Cl)c2)cc1	.	.	.	-2	.	-1	27	4.7	0.2	-0.9
COC(=O)C(Cc1ccccc1)NC(=O)CNS(=O)(=O)c1ccc(Br)cc1 (stereo not drawn)	i	1	0	1	0	-1	-6	-0.5	0.6	-1.1
COc1cccc(NC(=O)COC(=O)c2c(F)cccc2F)c1	i	-11	-12	-8	2	-2	-1	0.5	-0.6	0.7
COc1cc(CNCCCN2CCOCC2)ccc1OCC(=O)Nc1cccc(C(F)(F)F)c1	i	-1	3	-2	5	1	3	-12	0.6	-0.6
CCN1C(=O)c2cccc3c(S(=O)(=O)N4CCC(C)CC4)ccc1c23	i	-8	0	-4	2	-17	-1	0.0	1.4	0.5
Cc1cccc(NC(=O)CCN2C(=O)C3C4CCC(C4)C3C2=O)c1C (stereo not drawn)	i	-5	-1	0	0	4	-6	-2.4	1.4	0.2
CC(C)CN(C(=O)COC(=O)c1c2c(nc3ccccc13)CCC2)c1c(N)n(Cc2ccccc2)c(=O)[nH]c1=O	i	1	-4	-1	2	-5	14	0.2	0.2	-0.2
CCC1CCc2sc(C(=O)N(C)CC(=O)Nc3ccc(OC)cc3)cc2C1 (stereo not drawn)	i	-8	-11	3	2	1	-5	1.9	0.5	-0.2
OCCNCCCCCOc1ccc(F)cc1	i	-1	0	-9	-1	2	-1	-1.1	-0.9	0.3
Clc1ccc(-c2nnc(NCCN3CCCC3)c3ccccc23)cc1	i	-7	-2	-2	2	-44	-5	0.7	0.1	-0.1
CCCC(=O)c1c(NC)cc(C)oc1=O	i	9	4	6	-2	3	4	-1.1	0.5	0.3
COCCCNCC(=O)c1c(N)n(Cc2ccccc2)c(=O)n(C)c1=O	i	-7	5	-2	0	2	0	-2.1	-0.2	-0.9
O=C(NCC(c1ccco1)N1CCc2ccccc21)c1cccc([N+](=O)[O-])c1 (stereo not drawn)	i	-9	-1	5	4	-15	-3	2.1	-0.5	-0.3
SMILES	Rpn11 inh	Scp1 inh	DNMT1 block	CSN deneddyl inh	STEP inh	SUMO1 PPI mod	NadD inh	LMPTP block	MsrA inhibitor	TbMetRS inhib
CSc1ccccc1OCc1cc(C(=O)N2CCNC(=O)C2)no1	i	-1	0	5	-1	4	-2	-0.1	-0.1	-0.2
CCOC(=O)C1=C(O)C(=O)N(Cc2ccc(C(C)(C)C)cc2)CC1	i	-4	0	2	2	3	1	-0.7	1.0	-0.1
COc1ccc2c(COC(=O)c3cccc(S(=O)(=O)NCC(C)C)c3)cc(=O)oc2c1	i	-10	-1	6	5	-34	-8	1.9	0.2	0.5
Cc1ccc(NC(=O)Cn2c(-c3ccc(F)cc3)cnc2SCC(=O)Nc2c(C)cccc2C)cc1	i	13	34	-12	-1	1	29	1.0	-0.8	0.1
O=C1c2sc3nc4c(c(=O)n3c2C(=O)N1c1ccccc1)CCC4	i	-8	5	1	4	-4	0	-2.5	1.0	-1.1
CC(=O)Nc1ccc2nc(CN3CCC(CO)(CCc4ccccc4)CC3)ccc2c1	i	-4	-5	0	4	-6	0	1.0	-0.6	-0.3
COC(=O)CCN(C(=O)c1ccc([N+](=O)[O-])cc1)c1ccccn1	i	-10	3	4	4	-22	1	-0.6	1.0	-0.6
CC(CN1C(C)CCCC1C)OC(=O)c1ccc(Cl)cc1Cl (stereo not drawn)	i	-2	2	-2	3	2	-5	-0.9	2.8	-0.2
CN(C)CCCN(C(=O)c1cccs1)c1nc2cc3c(cc2s1)OCO3	i	-5	1	3	-1	0	-14	-1.6	0.6	0.0
Cc1ccc(NS(=O)(=O)c2cc(C(=O)N3CCCC3)ccc2C)cc1C	i	-7	-3	0	1	12	-2	-0.4	-0.1	-0.2
Cc1ccc(NC(=O)c2cc(-c3cccs3)nc3ccccc23)nc1	i	1	3	5	2	-12	3	1.2	2.0	0.8
O=C(c1cccc(-c2ccco2)c1)N1CCCC(N2CCN(c3ccc(F)cc3)CC2)C1 (stereo not drawn)	i	3	-3	-3	3	-6	7	0.5	1.0	-0.5
Cc1ccc(-n2ncc(N(C)C)c(Cl)c2=O)cc1	i	7	1	-1	-3	-5	-6	1.9	1.9	-0.9
O=C(c1ccco1)N1N=C(c2ccc(Br)cc2)CC1c1ccco1 (stereo not drawn)	i	-8	-2	4	3	-1	3	5.3	1.8	-0.2
O=[N+]([O-])c1ccc(S(=O)(=O)Nc2ccc(S(=O)(=O)N3CCCC3)cc2)cc1	i	-6	0	2	4	-26	-2	-0.1	1.9	1.1
Clc1ccccc1-c1nc(N/N=C/c2cccnc2)c2ccccc2n1	i	-2	-3	-3	7	-10	-4	3.9	2.2	-0.3
COc1ccc(N2CCN(C(=O)CCCCCn3c(=O)[nH]c4ccsc4c3=O)CC2)cc1	i	-7	1	1	4	1	0	5.8	0.3	5.0
O=C1CCN(Cc2ccccc2)C=C1c1ccc(C(F)(F)F)cc1	i	-5	-1	-1	2	5	4	0.3	1.8	0.1
O=C(CN1CCCC1)OCCCc1ccccc1	i	1	0	0	1	1	-3	0.2	0.1	0.0
CCN(CC)C(=O)CN(c1ccc(Cl)cc1)S(=O)(=O)c1ccccc1	i	-2	-1	-7	1	0	-3	-0.1	-0.4	-1.2
O=C(O)c1cc(N2CCOCC2)nc2ccccc12	i	-9	1	-1	0	6	2	-2.1	0.9	-0.4
CCOc1ccc(OCC)c(NC(=O)c2ccc(CNc3c(N4CCCC4)c(=O)c3=O)cc2)c1	i	-3	-5	2	0	0	10	-0.4	1.4	-0.1
c1ccc(OCc2nn3c(-c4n[nH]c5c4CCC5)nnc3s2)cc1	i	12	14	6	1	1	3	0.6	0.1	-1.4
CC(=O)c1ccc(N(C(=O)c2csnn2)C(C(=O)NC(C)(C)C)c2cccs2)cc1 (stereo not drawn)	i	-1	0	-4	2	-3	-4	0.4	0.2	-0.4
COc1cc(C(=O)OCC2CC(c3ccccc3)=NO2)cc(OC)c1OC (stereo not drawn)	i	-5	2	-3	1	-2	-10	-1.0	-0.2	-0.1
SMILES	Rpn11 inh	Scp1 inh	DNMT1 block	CSN deneddyl inh	STEP inh	SUMO1 PPI mod	NadD inh	LMPTP block	MsrA inhibitor	TbMetRS inhib
COc1ccc(-n2c(C)c([N+](=O)[O-])c3ccc(O)c(CN4CCCCC4)c32)cc1	i	0	-5	3	1	-22	6	0.2	1.5	-0.3
Cc1cccc(S(=O)(=O)NC(=O)C2(C)CCN2C(=O)CC2CCCCC2)c1 (stereo not drawn)	i	.	5	-8	-1	-4	5	-2.2	0.5	0.2
COC(=O)[C@@H](NCc1cccc(CN([C@H](C(=O)OC)C(C)C)S(C)(=O)=O)c1)C(C)C	i	0	3	1	-2	4	0	-2.5	-0.3	-0.2
Cc1cc(C)c2nc(C(F)(F)F)nc(NCCCN3CCOCC3)c2c1	i	-8	-4	1	1	1	-12	1.2	0.3	-0.8
Cc1cc(C)c(NC(=O)CNC(=O)c2ccc3c(=O)n4c(nc3c2)CCC4)c(C)c1	i	-5	6	3	-1	1	-2	-2.8	-0.1	-0.1
O=C(Nc1ccc(Cc2ccncc2)cc1)C1CCC(N2C(=O)C3C4C=CC(C5CC45)C3C2=O)CC1 (stereo not drawn)	i	2	-6	-1	2	0	9	1.4	-0.7	-2.0
CC(C)(C)OC(=O)N1CCC[C@H]1c1nnc(SCc2cccc(Cl)c2)o1	i	-7	1	-3	3	5	1	-0.9	-0.9	-0.4
CC1CCCCC1NC(=O)COC(=O)c1cc(=O)c2ccccc2o1 (stereo not drawn)	i	-12	-1	-7	2	2	-4	-0.1	-1.4	0.2

Profiles, looked up by structure.
O=C(CN1CCCC1)OCCCc1ccccc1 as listed: Rpn11 inh = i; Scp1 inh = 1; DNMT1 block = 0; CSN deneddyl inh = 0; STEP inh = 1; SUMO1 PPI mod = 1; NadD inh = -3; LMPTP block = 0.2; MsrA inhibitor = 0.1; TbMetRS inhib = 0.0
COCCCNCC(=O)c1c(N)n(Cc2ccccc2)c(=O)n(C)c1=O as listed: Rpn11 inh = i; Scp1 inh = -7; DNMT1 block = 5; CSN deneddyl inh = -2; STEP inh = 0; SUMO1 PPI mod = 2; NadD inh = 0; LMPTP block = -2.1; MsrA inhibitor = -0.2; TbMetRS inhib = -0.9
